DAX1 inh-1 = inhibitors of DAX1 repression of SF-1 activated StAR promoter. 1.1% of 370,000 active. AID 652010. HEK293T StAR-luciferase reporter, SF-1/DAX-1 repression relief. inhibition, % at 6.8 µM;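 active = inhibition above the mean over all tested compounds plus 3 SD, cut at about 3.6% in these data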;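 also: 0% = DAX-1 cells with DMSO and 100% = cells lacking DAX-1 with DMSO; higher inhibition means more luminescence from relief of DAX-1 repression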
SMARCA2 act = increases SMARCA2 function in MMTV reporter cells. activation, % at 9.1 µM. MG213 cells, MMTV-luciferase reporter, dexamethasone, overnight. AID 652017. 1% of 370,000 active; in the data active = activation above about 7.8%;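 also: 0% = vehicle wells and 100% = reference activator wells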
hgDAF-12 ag = hgDAF-12 agonism, primary luciferase screen; HEK293 GAL4-hgDAF12 UAS-luciferase reporter, agonist luminescence; normalized to butyrate control; activation, % at 6.8 µM; 1.8% of 370,000 active; AID 687014;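 active = activation above a cutoff set at the mean of all screened compounds plus 3 SD, cut at about 10% in these data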;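 also: 0% = DMSO wells and 100% = sodium butyrate wells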
hcDAF-12 act = activates DAF-12 receptor from parasite H. contortus | HEK293 hcDAF-12 lit1-tk-luc reporter, luminescence; 0% DMSO, 100% Δ7-dafachronic acid | activation, % at 6.8 µM | 1.4% of 370,000 active;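 active = activation above the mean of all tested compounds plus 3 SD, cut at about 5.5% in these data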;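 also: 100% = response to 3 µM Δ7-dafachronic acid high control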
GC-B act = GC-B (human) receptor activation. HEK293-GC-B cells, CNP EC30, cGMP TR-FRET; 0% at EC30 CNP, 100% saturating CNP. activation, % at 10 µM. AID 1920062. 0.11% of 370,000 active. P20594;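 active = activation at 10 µM reaching about 35% in either raw or pattern-adjusted values, limit read from the data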
Target sequence (P20594 whole entry, looked up): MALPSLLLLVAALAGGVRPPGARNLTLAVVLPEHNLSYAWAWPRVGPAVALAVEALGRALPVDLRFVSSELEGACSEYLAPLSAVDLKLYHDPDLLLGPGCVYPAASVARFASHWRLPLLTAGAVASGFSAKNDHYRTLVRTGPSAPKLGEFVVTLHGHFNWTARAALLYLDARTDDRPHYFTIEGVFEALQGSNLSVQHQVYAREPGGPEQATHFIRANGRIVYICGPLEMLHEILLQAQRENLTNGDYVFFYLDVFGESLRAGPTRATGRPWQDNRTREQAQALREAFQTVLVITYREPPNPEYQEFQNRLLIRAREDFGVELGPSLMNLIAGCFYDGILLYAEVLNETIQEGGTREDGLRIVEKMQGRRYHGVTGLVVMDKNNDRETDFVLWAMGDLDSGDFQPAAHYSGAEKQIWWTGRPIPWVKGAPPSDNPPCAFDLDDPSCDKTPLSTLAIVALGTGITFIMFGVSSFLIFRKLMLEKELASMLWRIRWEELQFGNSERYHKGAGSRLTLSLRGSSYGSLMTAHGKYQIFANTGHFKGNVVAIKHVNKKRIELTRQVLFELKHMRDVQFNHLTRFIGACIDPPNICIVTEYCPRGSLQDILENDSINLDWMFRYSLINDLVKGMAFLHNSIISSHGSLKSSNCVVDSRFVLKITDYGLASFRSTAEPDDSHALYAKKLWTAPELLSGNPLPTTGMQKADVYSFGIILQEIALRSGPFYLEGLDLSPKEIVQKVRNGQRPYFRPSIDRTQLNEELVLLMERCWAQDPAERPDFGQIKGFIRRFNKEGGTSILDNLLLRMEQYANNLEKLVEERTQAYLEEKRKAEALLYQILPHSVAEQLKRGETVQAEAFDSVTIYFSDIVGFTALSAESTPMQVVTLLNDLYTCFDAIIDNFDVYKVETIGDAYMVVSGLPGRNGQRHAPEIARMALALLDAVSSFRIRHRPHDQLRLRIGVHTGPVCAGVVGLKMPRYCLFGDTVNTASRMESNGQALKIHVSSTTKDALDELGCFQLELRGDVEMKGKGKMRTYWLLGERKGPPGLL
HGIII-sPLA2 inh = Blocks human group III sPLA2 activity | Q9NZ20 | QFRET BODIPY PC-A2 liposome hydrolysis, fluorescence | 0.56% of 370,000 active | inhibition, % at 12.2 µM;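 active = inhibition above mean plus 3 SD of compounds lying within the high and low control bounds, cut at about 19% in these data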;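 also: 0% = median of test compound wells and 100% = no enzyme DMSO wells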
GAA850 FXN act = activators of GAA850 frataxin (FXN) promoter. activation, % at 6 µM. 0.56% of 360,000 active. HEK293 lucGAA850 FXN promoter luciferase reporter, 24 h; percent of 10 µM SAHA response;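 active = activation above the average of all compounds screened plus 3 SD, cutoff fixed separately per campaign, cut at about 7.5% in these data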;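 also: 0% = DMSO wells and 100% = 10 µM SAHA wells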
ADAM10 inh = ADAM10 inhibition, QFRET primary screen; recombinant ADAM10, EDANS/DABCYL FRET peptide cleavage, 3 h; inhibition, % at 7 µM; 0.62% of 370,000 active;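 active = inhibition above a per-campaign cutoff equal to the mean of compounds falling between control-based bounds plus 3 SD, cut at about 20% in these data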;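 also: 0% = DMSO wells while the 100% control is not disclosed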
ssDAF12 agonist = S. stercoralis DAF-12 activation, primary screen; 1% of 370,000 active; activation, % at 6.8 µM; AID 652126; HEK293 ssDAF-12/GRIP1 lit1-tk-luc reporter, luminescence; % of 3 µM dafachronic acid response;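 active = activation above the mean over all tested compounds plus 3 SD, cut at about 0.9% in these data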;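 also: 0% = DMSO-only wells and 100% = 3 µM delta7-dafachronic acid wells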
DAX1 inh-2 = NR0B1 (DAX1) inhibition; P51843; HEK293 Gal4-DAX1 luciferase reporter, luminescence; inhibition, % at 6.75 µM; 0.99% of 340,000 active; AID 504766;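 active = inhibition above the mean over all tested compounds plus 3 SD, cut at about 4.2% in these data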;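 also: 0% = DAX1-transfected cells with DMSO and 100% = empty-vector control cells with DMSO; inhibition shows as a rise in luminescence from relieved DAX1 repression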
NPR1 activator = GC-A (human) enzyme activation; activation, % at 10 µM; 0.14% of 370,000 active; P16066; HEK293 GC-A cells, cGMP TR-FRET, EC30 ANP; 0% at EC30 ANP, 100% saturating ANP; in the data active = activation above about 40%
* = called active by the depositor; i = inactive; / = no result given.

SMILES	DAX1 inh-1	SMARCA2 act	hgDAF-12 ag	hcDAF-12 act	GC-B act	HGIII-sPLA2 inh	GAA850 FXN act	ADAM10 inh	ssDAF12 agonist	DAX1 inh-2	NPR1 activator
CCOc1ccc(-c2cc(C(=O)NCc3ccc(C(F)(F)F)cc3)[nH]n2)c(C)c1	-0.6	-2	2.9	1.1	4	1	-1.5	-6	-1.1	/	1
O=C(NCc1ccc(OC(F)(F)F)cc1)C1CC(c2cccc(F)c2)=NO1 (stereo unspecified)	-0.1	2	2.4	-0.2	3	2	-0.9	-4	-1.1	0.2	-3
COc1ccc(-c2nn(-c3ccccc3)cc2C(=O)NC(=S)NNC(=O)c2ccncc2)cc1	-0.8	-1	1.5	-1.6	-3	14	-1.4	11	-1.0	2.8	-3
CCN(C[C@H]1N[C@@](Cc2ccccc2)(C(=O)OC)[C@H]2C(=O)N(Cc3ccccc3)C(=O)[C@@H]12)C(=O)Nc1ccc(C)cc1	-2.1	-1	-1.4	-1.1	10	4	-6.9	0	-1.7	-1.4	-5
CCn1c(=S)sc2nc(C)sc21	0.1	-1	0.4	-0.9	5	7	-1.1	0	-1.5	2.8	11
COc1cccc(C(=O)Nc2nnc(S(=O)(=O)Nc3cccc(C)c3)s2)c1	-0.6	2	2.6	0.6	1	-27	0.2	5	-1.5	-0.7	2
CN(C)CCCN(Cc1cc2cc3c(cc2[nH]c1=O)OCO3)C(=S)NCc1ccco1	0.7	2	-0.3	-1.6	7	-2	0.7	-360	-0.5	-0.5	2
O=[N+]([O-])c1nn(-c2ccc3c(c2)OCCO3)n(O)c1=Nc1ccc(Cl)cc1	-2.7	-9	-12	-7.4	/	4	-19	-8	-3.1	-2.6	/
Cc1cccc(NC(=O)CCS(=O)(=O)c2ccc(Br)cc2)c1	0.0	-1	-0.6	-1.2	-1	-4	-0.8	3	-0.8	-0.6	1
COC(=O)c1ccccc1NC(=O)Nc1cccnc1	0.5	-1	-0.7	-1.6	5	0	-0.7	-12	-1.4	0.0	2
CCOc1ccc(CNS(=O)(=O)c2cc(CN3C(=O)c4cccnc4C3=O)ccc2OC)cc1	-0.1	-3	-1.4	-1.8	-1	0	-0.1	-4	-1.5	-0.5	-1
COc1cc(/C=C(/C(=O)c2cccs2)c2nc3ccccc3[nH]2)ccc1O	-2.6	3	11*	1.7	-2	1	-6.7	-11	-0.8	-1.8	-6
O=C(Nc1ccccc1)Oc1cccc2cccnc12	1.0	4	7.3	1.5	1	-1	1.7	-6	-0.8	0.5	0
CC(C)(C)CC(C)(C)c1ccc(O)c(CN2CCN(CCC#N)CC2)c1	-0.8	-1	1.5	-1.4	-2	-11	2.2	-1	-1.4	-0.6	-2
CN(C)c1ccc(-c2csc(C(O)c3ccc(F)cc3)n2)cc1 (stereo unspecified)	3.4	4	9.0	3.8	2	18	2.5	0	0.3	/	0
CCn1c(=O)c2cc(S(=O)(=O)NCCOc3ccccc3)ccc2n(CC)c1=O	0.2	-2	-1.7	0.3	1	-8	0.8	-2	-0.6	-0.4	-3
c1ccc(-c2ccc(-c3cnc4n3CCCCC4)cc2)cc1	0.1	5	2.8	-0.2	-3	-8	3.1	-6	-0.8	-0.5	3
Cc1c(CCC(=O)N[C@@H](C)C(=O)O)c(=O)oc2cc3occ(-c4ccccc4)c3cc12	-0.2	-3	-1.5	-2.1	-2	-9	0.2	-126	-0.4	-0.2	4
Cc1cc(NC(=O)c2sc(Nc3cccc(C(F)(F)F)c3)nc2N)no1	-1.3	-3	0.3	-2.0	1	-3	2.6	8	-1.9	-2.4	2
Cn1c(=O)c2ccccc2n(Cc2ccccc2Cl)c1=O	0.1	2	-1.2	-1.4	21	1	4.0	9	-1.7	1.9	11
Nn1cc(-c2ccccc2)nc1SCC(=O)Nc1ccc(S(N)(=O)=O)cc1	-0.5	4	4.1	1.1	2	-7	0.4	6	-1.4	-0.4	2
CC(C)(C)NC(=O)CC1C(=O)NCCN1Cc1c(F)cccc1Cl (stereo unspecified)	-0.1	1	2.9	2.6	-4	5	-0.6	2	-1.5	-0.6	2
Cn1cc(CNCCCn2ncc3ccccc32)c(-c2ccccc2F)n1	-0.1	-4	-1.2	-1.8	-14	6	2.2	1	-1.2	1.4	-9
CCOC(=O)c1ccc(NC(=O)CNC(=O)C2CCCCC2)cc1	0.7	-1	-1.1	-1.5	4	-7	1.8	-3	-1.4	0.3	-2
CC(Oc1cccc(Cl)c1)C(=O)Nc1ccccc1C(=O)N1CCCCC1 (stereo unspecified)	-3.4	-1	-1.7	1.7	-2	1	-0.6	-12	-0.6	-1.0	-4
SMILES	DAX1 inh-1	SMARCA2 act	hgDAF-12 ag	hcDAF-12 act	GC-B act	HGIII-sPLA2 inh	GAA850 FXN act	ADAM10 inh	ssDAF12 agonist	DAX1 inh-2	NPR1 activator
CCOC(=O)C(Cc1ccc(OC)c([N+](=O)[O-])c1)NC(=O)CCC(=O)Nc1ccc(C)cc1 (stereo unspecified)	-0.2	-3	-2.8	-2.3	5	5	0.0	-2	-1.5	-0.3	-1
COc1ccc(NC2CCCCC2NS(=O)(=O)c2ccc(C)cc2)cc1 (stereo unspecified)	-2.2	-2	-1.2	-2.1	-7	10	0.7	1	-2.0	-0.1	-6
CC(NC(=O)C12CC3CC(CC(C3)C1)C2)C(=O)N/N=C/C1=C(N2CCOCC2)C(=C\c2ccccc2)/CC1 (stereo unspecified)	-0.5	7	-0.3	-2.4	-2	-7	-4.0	0	-1.7	-1.3	0
COc1cccc(-c2sc3ccc(OC)cc3c2-c2cnc(N3CCOCC3)nc2)c1	1.9	4	11*	-0.8	3	-7	/	-10	-1.0	/	4
COc1ccc(C(=O)C23CC4CC(C2)CC(C(=O)c2ccc(OC)cc2)(C4)C3)cc1	-0.4	2	1.0	0.1	-2	-2	0.7	-7	-1.0	0.5	1
Cc1ccc2cc3cc(C(=O)NCCCN4CC(C)CC(C)C4)oc3nc2c1 (stereo unspecified)	-1.3	-2	0.1	-0.5	1	0	0.6	i	-1.7	1.1	4
COCCOC(=O)C1=C(C)NC2=C(C(=O)CC(c3cccs3)C2)C1c1ccsc1 (stereo unspecified)	-0.6	-1	-2.9	-1.6	-3	3	-0.7	-178	-1.4	-0.3	-4
C=CCSc1nc2ccccc2[nH]1	0.3	-3	0.1	0.2	7	0	-1.0	0	-1.4	-0.3	1
CCn1cc(C(=O)NCC(=O)NC(C)(C)CO)c(=O)c2cc3c(cc21)OCO3	0.7	3	1.5	-0.3	-1	6	1.0	-42	-1.3	1.0	-3
CCN(CC)C(=O)C12C(=O)Oc3ccccc3C1C2(C)C(=O)c1ccc(F)cc1 (stereo unspecified)	0.0	-5	-1.6	-1.7	-1	20*	0.4	4	-0.5	-1.0	-1
O=S(=O)(c1ccc(=S)[nH]c1)N1CCN(Cc2ccccc2)CC1	0.2	-3	-2.5	-0.7	5	5	0.6	-7	-0.7	1.4	1
O=C1NC[C@H](Cc2ccc(O)cc2)N(CCc2cc(C(F)(F)F)cc(C(F)(F)F)c2)C1=O	0.8	-1	1.2	3.4	0	-6	/	-23	0.2	/	1
CCc1nnc(NC(=O)c2ccc(-c3cc(C(F)(F)F)ccc3Cl)o2)s1	-0.2	-1	5.0	0.1	0	1	0.7	1	-1.2	1.1	0
Cc1cccc(Nc2nnc(SCC(=O)NC(=O)CN3CCCC3=O)s2)c1	1.4	2	1.7	0.3	-3	-3	0.1	-6	-0.3	0.6	2
CCOc1ccc(S(=O)(=O)N2CCN(S(=O)(=O)c3ccc(C(C)=O)cc3)CC2)cc1	-0.1	0	1.1	0.7	3	4	0.6	1	-1.0	1.0	-2
COc1ccccc1CCNC(=O)CC1C(=O)NCCN1CCCc1ccccc1 (stereo unspecified)	0.9	0	0.1	0.4	-3	-11	1.3	-9	-0.2	0.3	-3
O=C(CCn1c(=O)sc2ccccc21)NCCC1=CCCCC1	0.6	-2	-1.7	-1.7	4	-3	-0.2	0	-1.6	-0.9	-2
CC(CC(=O)Nc1cccnc1)c1ccccc1 (stereo unspecified)	-1.2	-3	1.9	1.0	2	-2	0.0	-5	-1.1	-1.1	-9
CN(C)c1ccc(CNC(=O)C2(C)Cc3c(-c4cccc(C(F)(F)F)c4)ccnc3O2)cc1 (stereo unspecified)	1.6	1	-0.3	-0.6	-5	8	-0.9	13	-1.5	/	-5
Cc1cccc(N2CCN(C(=O)CCC(=O)N3Cc4ccccc4Oc4ncccc43)CC2)c1C	-1.4	-3	-1.6	-2.0	5	-7	2.1	14	-1.3	-0.1	5
Nc1nc2ccc([N+](=O)[O-])cc2[nH]1	-0.4	1	-0.1	-1.5	-3	3	0.4	5	-0.6	-1.9	3
Cc1cccc(NC(=O)NNC(=O)c2cc3ccccc3cc2O)c1C	-0.2	2	-1.4	0.0	-3	17	0.1	-3	-0.9	0.2	0
CCCCCCCCN1C(=O)[C@@H](CC(=O)NCCCOCCCC)C[C@@]2(C(=O)OC)C1=C[C@H](C(C)C)O[C@@H]2C1CC1	-0.5	-3	-0.7	-0.4	-4	-8	/	5	-1.0	/	-10
C#CCN1CC(N(C)CCOC(=O)c2ccc(F)cc2)CS1(=O)=O (stereo unspecified)	0.5	5	1.7	0.3	-3	4	/	7	-1.3	/	0
COc1ccccc1NC(=S)N1CCN(C(c2ccccc2)c2ccccc2)CC1	0.0	-1	-0.3	-1.3	-1	1	0.5	12	-1.6	-0.9	2
SMILES	DAX1 inh-1	SMARCA2 act	hgDAF-12 ag	hcDAF-12 act	GC-B act	HGIII-sPLA2 inh	GAA850 FXN act	ADAM10 inh	ssDAF12 agonist	DAX1 inh-2	NPR1 activator
CC(C)(C)OC(=O)C[C@@H]1C/C=C\C[C@@H](CC(=O)N[C@H](CO)Cc2ccccc2)C(=O)NC[C@@H](c2ccccc2)OC1=O	-1.4	1	-0.8	-0.3	4	-7	-1.7	-5	-1.4	-1.0	-1
CCc1ccc(C2=CC(c3cc(Br)ccc3F)n3ncnc3N2)cc1 (stereo unspecified)	-0.3	-2	-0.4	-0.9	2	-3	-0.9	-264	-1.8	0.1	11
C=CCc1ccccc1OCC(=O)N/N=C/c1ccccc1OCC	0.0	-1	0.1	-2.8	3	-10	0.0	2	-1.3	-0.7	-1
CCOc1ccc(-c2nc(C#N)c(NCC(C)C)o2)cc1	-0.8	-3	-1.6	-2.6	-9	-11	2.2	i	-1.5	-0.8	1
COc1ccc(-n2cnnc2SCC(=O)Nc2cccc([N+](=O)[O-])c2)cc1	0.0	-1	2.7	-1.9	-1	-2	0.9	0	-0.9	1.9	-3
CCCC(O)(CCC)C(=O)NN(C(=O)CCl)c1cccc(C)c1	-0.5	-4	-2.1	-3.7	-4	6	-6.1	-9	-1.6	-0.6	-1
CC1(C(=O)NS(=O)(=O)c2ccc(F)cc2F)CCN1C(=O)c1cccc(F)c1 (stereo unspecified)	0.8	-7	0.5	-2.1	2	6	-1.2	-3	-0.1	/	0
Cc1nc(-c2nnc(SCC(=O)Nc3ccc(C(F)(F)F)cc3)n2C)cs1	0.3	-3	-0.2	0.3	-1	0	-0.8	-4	-1.1	1.4	-2
